Assay outcomes: PubChem, several laboratories
FXIa inh – human FXIa protease inhibitors, primary screen, biochemical, 1536-well | inhibition, % at 5 µM | purified FXIa, Boc-Glu-Ala-Arg-AMC fluorogenic substrate | Coagulation factor XI (Homo sapiens), P03951 | 220,000 compounds, 0.14% hits;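 active = inhibition of at least 40%; inactive = inhibition below 40%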;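 note: fluorescence of freed AMC excited at 355 nm; 0% = enzyme without compound and 100% = no enzyme blank; many of its hits are not listed in these tables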
Cl transport mod – KCC2 cotransporter modulators, thallium flux, primary screen, cell-based, HEK293 KCC2, FluoZin-2 fluorescence, MLSMR. Solute carrier family 12 member 5 (Homo sapiens), Q9H2X9. KCC2 cells, thallium flux FluoZin-2 fluorescence. B-score of Tl+ flux slope (higher = more flux/activation; lower = inhibition) at 10 µM. 190,000 compounds, 2.2% hits;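 active = thallium flux slope and its plate-corrected score both differing from the plate sample mean at a set confidence after two filtering rounds, in either direction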;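 note: slope of fluorescence scaled to starting intensity during 10 to 20 s after thallium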
thrombin 1536 – human alpha-thrombin inhibitors, primary screen, counter-screen for coagulation protease inhibitor project, biochemical, 1536-well, fluorogenic AMC substrate. 220,000 compounds, 0.26% hits. Boc-VPR-AMC fluorogenic substrate cleavage. inhibition, % at 5 µM. Prothrombin (Homo sapiens), P00734. AID 1046, 2008;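 active = inhibition at or above 40%; inactive = inhibition below 40%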;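 note: 0% = enzyme with no compound and 100% = wells without enzyme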
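System – human alpha-thrombin protein · Reagent – Boc-VPR-AMC substrate, 15 µM final · Compound – 5 µM single dose in 0.2% DMSO · Schedule – reaction at room temperature · Technique – AMC fluorescence at 355 nm excitation and 460 nm emission · Read-out basis – % inhibition relative to enzyme controls and enzyme-free blanks · Control set – no-compound enzyme wells and no-enzyme blanks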
FXIIa inh 1536 – human FXIIa protease inhibitors, primary screen, biochemical, 1536-well; Coagulation factor XII (Homo sapiens), P00748; 220,000 compounds, 0.3% hits; purified FXIIa, Boc-QGR-AMC fluorogenic substrate, 2 h; inhibition, % at 5 µM; in the data active = inhibition above about 40%;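 note: 0% = enzyme with no compound and 100% = blank without enzyme; many of its hits are not listed in these tables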
p97 inhibitor – inhibitors of human p97 ATPase, primary screen, biochemical. Transitional endoplasmic reticulum ATPase (Homo sapiens), P55072. recombinant p97 ATPase, Kinase-Glo ATP luminescence, 3 h. inhibition, % at 8 µM. 220,000 compounds, 0.42% hits; in the data active = inhibition above about 15%;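 note: 0% = DMSO vehicle and 100% = wells lacking enzyme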
PERK inh – block of dimerizer-induced PERK translation repression, primary screen, PERK inhibitor project, CHO PERK-DD cells, SEAP luminescence, HTS; 220,000 compounds, 0.17% hits; inhibition, % at 5.6 µM; CHO PERK-DD fusion, SEAP luminescence translation reporter; AID 1416, 2008;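 active = inhibition above the mean inhibition of all tested compounds plus 3 SD, set separately per screening campaign, cut at about 2.9% in these data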;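 note: PERK kinase domain activated by AP20187 dimerizer at 100 nM; 0% = DMSO with dimerizer and 100% = rapamycin at 8.4 µM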
Furin inhibitor – human furin inhibitors, primary screen, biochemical, fluorescence intensity; purified furin, fluorogenic substrate cleavage; 220,000 compounds, 0.061% hits; inhibition, % at 30 µM; in the data active = inhibition above about 25%; note: inactives centre near -15
Target sequence (P09958 108-714 limits assumed): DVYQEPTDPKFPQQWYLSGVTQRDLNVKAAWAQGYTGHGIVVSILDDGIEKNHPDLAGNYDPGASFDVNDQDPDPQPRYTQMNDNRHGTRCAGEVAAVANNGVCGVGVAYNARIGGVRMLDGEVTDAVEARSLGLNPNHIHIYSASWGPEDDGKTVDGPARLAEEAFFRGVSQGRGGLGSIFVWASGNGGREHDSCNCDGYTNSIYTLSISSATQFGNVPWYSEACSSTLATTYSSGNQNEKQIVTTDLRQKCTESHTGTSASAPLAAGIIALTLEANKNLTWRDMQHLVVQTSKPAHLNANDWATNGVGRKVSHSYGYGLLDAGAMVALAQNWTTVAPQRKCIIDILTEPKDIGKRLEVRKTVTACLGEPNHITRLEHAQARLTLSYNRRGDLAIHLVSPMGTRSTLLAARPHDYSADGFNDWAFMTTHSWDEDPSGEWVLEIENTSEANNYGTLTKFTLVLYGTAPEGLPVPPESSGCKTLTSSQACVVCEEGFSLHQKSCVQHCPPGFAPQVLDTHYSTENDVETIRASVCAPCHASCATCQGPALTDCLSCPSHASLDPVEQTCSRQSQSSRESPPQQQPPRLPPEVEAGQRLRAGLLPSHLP
KLK5 inh – human KLK5 protease inhibitors, primary screen, biochemical, 1536-well | Kallikrein-5 (Homo sapiens), Q9Y337 | recombinant hK5, fluorogenic AMC substrate cleavage | inhibition, % at 5 µM | 210,000 compounds, 0.59% hits | AID 873, 2007;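 active = inhibition of 40% or more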;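 note: 0% = enzyme controls without compound and 100% = no-enzyme blanks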
Target sequence (Q9Y337 67-293 limits assumed): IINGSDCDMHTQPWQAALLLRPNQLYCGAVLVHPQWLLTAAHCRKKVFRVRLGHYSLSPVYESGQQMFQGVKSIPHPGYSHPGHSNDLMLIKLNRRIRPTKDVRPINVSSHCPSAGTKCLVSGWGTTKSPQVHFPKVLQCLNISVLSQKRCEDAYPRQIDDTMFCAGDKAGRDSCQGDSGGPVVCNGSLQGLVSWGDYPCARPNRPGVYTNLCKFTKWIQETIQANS
Wee1 degr inh – Wee1 degradation inhibitors, primary screen, cell-based, HeLa, Wee1K328M-luciferase, luminescence; Wee1-like protein kinase (Homo sapiens), P30291; HeLa Luc-Wee1K328M stability; 100% = proteasome inhibitor MG132 effect; reporter increase, % at 5 µM; 220,000 compounds, 1.2% hits;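 active = activation above the mean of all tested compounds plus 3 SD, set per screening run, cut at about 8.8% in these data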;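 note: cells exposed to compound for 20 h before luminescence read; 0% = DMSO alone and 100% = MG132 at 30 µM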
Numbers without * were called inactive; · = not tested or not shown; [ ] = remark or other dose. The order is random (roughly 4.4% active in at least one column).

SMILES	FXIa inh	Cl transport mod	thrombin 1536	FXIIa inh 1536	p97 inhibitor	PERK inh	Furin inhibitor	KLK5 inh	Wee1 degr inh
CCOC(=O)COc1ccc(C(=O)Nc2cccc(Cl)c2C)cc1	4.6	-1.4	·	10.4	3.0	0.7	-6.8	-0.6	0.3
O=C(Nc1cccnc1)Nc1ccc(Cl)cc1Cl	-1.8	-0.0507	1.0	10.2	6.1	1.2	-33.0	2.8	3.0
COc1ccccc1NC(=O)Cc1cccs1	-2.3	-0.269	-3.6	5.5	1.2	0.2	-26.0[20 µM]	2.4	2.2
O=C(O)c1cccc(NC2=C(Cl)C(=O)c3ccccc3C2=O)c1	-8.7	-2.27	-23.8	1.4	3.3	0.0	-5.8	-6.1	1.1
CN1C=CC(=CC=C2C=CC(=O)C=C2)C=C1	-12.4	0.167	1.0	10.9	4.3	0.2	6.4	29.5	-1.2
CC(=O)N1CCN(CC(=O)Nc2ccc(SC(F)F)cc2)CC1	1.7	0.0263	-7.3	8.0	3.0	1.1	-17.0	-12.4	2.6
COc1ccccc1NS(=O)(=O)c1cc(NC(=O)CCC2CCCC2)ccc1N1CCOCC1	4.9	-0.586	2.9	11.1	-8.3	-0.6	-23.5	5.7	4.6
CS(=O)(=O)N1CCN(c2ccccc2NC(=O)CSc2nnc(-c3ccco3)o2)CC1	1.1	·	-4.3	10.1	3.8	0.4	-31.2	-12.0	-0.9
Cc1ccc(S(=O)(=O)N2Cc3ccccc3CC2C(=O)Nn2cnnc2)cc1 (centres undefined)	-13.9	·	-7.5	-9.1	5.0	0.5	-13.2	-2.9	1.7
O=C(Nc1ccc(-c2nc3ccccc3o2)cc1)c1cccnc1	6.9	-1.28	1.3	17.0	1.9	-0.7	5.6[20 µM]	2.3	10.7*
CCOc1ccc(NC(=O)CN2CCN(CC(=O)Nc3ccc(F)cc3)CC2)cc1	0.2	·	0.9	19.3	-0.5	0.3	-21.9	-15.1	0.3
CSc1nc(NC(C)(C)C)nc(N2CCOCC2)n1	-11.7	-2.04	-1.0	-9.9	-6.8	-1.2	-0.8[20 µM]	0.6	-1.3
Cn1c2ccccc2c2c(C(=O)O)cn(C3CCCC3)c(=O)c21	1.1	-0.272	-5.1	9.2	7.6	1.3	-6.9	-14.7	-0.2
Cc1ccccc1-n1c(=O)n(CCc2ccccc2)c(=O)c2[nH]cnc21	-0.7	-0.537	-0.3	3.7	6.0	-0.4	-3.7	-3.6	2.6
Cc1oc2cc3oc(=O)c4c(c3cc2c1C)CCC4	15.9	·	5.8	13.0	-5.9	0.0	5.5	4.3	5.0
CC(C)NC1CS(=O)(=O)CC1O (centres undefined)	-1.3	0.0998	0.8	6.2	-4.2	0.1	-12.3[20 µM]	0.5	-0.8
CC(=O)N1CCc2[nH]c3ccccc3c2C1	0.8	0.41	2.0	7.2	3.0	3.3*	-15.4	-9.8	-1.4
CCCCC(=O)NC(=S)Nc1ccccc1C(=O)Nc1ccccc1	0.9	·	-7.0	1.1	1.5	0.5	-2.2	-0.2	2.0
COc1ccc(Nc2c(-c3ccc(OC)cc3)nc3cnccn23)cc1	-0.7	-0.366	-0.2	-1.6	2.9	0.0	-11.3	-4.3	-0.2
COc1ccc(C(=O)NCc2nnc(SCC(=O)Nc3ccc4c(c3)OCO4)o2)cc1	-0.9	-0.0561	-14.4	8.4	4.0	0.9	-15.0	-3.1	-2.0
N#Cc1ccc(Oc2cc(C(F)(F)F)nc(-c3ccccn3)n2)cc1	5.4	·	-22.1	-3.6	-4.3	1.3	5.8	1.3	-0.6
CC(=C/C(=O)O)/C(=C/c1ccccc1)C(=O)O	2.5	0.937	-4.8	-2.1	-3.0	0.5	-19.8	-8.0	0.2
Fc1ccc2nc(C3CCCCN3Cc3nc(CC4CC4)no3)[nH]c2c1 (centres undefined)	-2.5	-0.458	-10.5	5.4	-3.5	0.8	-23.1	·	-1.1
Cc1c(/C=N/N2C(=O)C3C4C=CC(C4)C3C2=O)c2ccccc2n1C (centres undefined)	-5.8	0.2	-11.6	6.0	2.2	0.0	1.2	12.0	2.5
CCCn1nnnc1SCC(=O)Nc1cccc(NC(=O)c2ccco2)c1	-4.6	0.0909	-5.4	5.9	1.9	0.0	-26.0[20 µM]	-2.4	3.2
CCOC(=O)C1=C(C)NC(=S)N(C(C)=O)C1c1ccccc1 (centres undefined)	3.7	·	2.6	11.0	3.2	-0.1	-8.9[20 µM]	-3.4	2.1
O=C1NCCN1CCNS(=O)(=O)c1ccc(F)cc1	10.9	0.351	0.8	15.4	1.6	0.3	-10.8	-7.0	0.0
COc1cc(C(=O)COC(=O)Cc2cnc3sccn23)cc(OC)c1OC	-8.9	0.00774	-14.3	-5.1	5.0	0.4	-15.6	-3.1	1.8
CCOc1ccc(N=c2scc(-c3ccc(OC)cc3)n2CCO)cc1	6.3	·	2.7	11.3	0.9	0.6	-22.5[20 µM]	-13.6	2.5
Cc1cc(Cl)ccc1NC(=S)NCC(C)C	7.9	0.186	6.5	11.2	-4.9	0.1	-15.0	-10.4	5.8
CCCSc1nnc(Cc2cc(=O)[nH]c(=O)[nH]2)n1-c1cc(C)ccc1C	6.7	-0.0225	4.4	16.5	1.8	0.8	-20.0	2.6	-1.7
CC(=O)N1N=C(c2ccc(C)cc2)OC1c1cccnc1 (centres undefined)	-4.3	1.41	-1.2	3.9	1.6	1.3	-26.6	-12.2	4.8
Cc1cccn2c(=O)c(/C=C(\C#N)C(=O)NC3CCS(=O)(=O)C3)c(N3CC(C)OC(C)C3)nc12 (centres undefined)	8.1	-0.00673	1.4	6.0	2.1	0.2	-8.2	-6.1	-1.0
c1ccc2[nH]c(SCc3cn4ccccc4n3)nc2c1	-1.4	-0.798	2.9	8.9	4.9	2.2	-20.6	-6.7	0.0
CCN(CC)C(=O)c1[nH]cnc1C(=O)Nc1ccc(OC)cc1	-1.6	-1.15	-5.2	0.7	·	·	-24.4	-2.9	·
CC1CCCC(C)N1C(=O)CSc1nc2ncnc(N)c2[nH]1 (centres undefined)	6.5	-0.377	0.0	-0.9	-1.4	1.1	-6.6[20 µM]	4.8	-0.8

Whole records as entered above. Order of screens: FXIa inh, Cl transport mod, thrombin 1536, FXIIa inh 1536, p97 inhibitor, PERK inh, Furin inhibitor, KLK5 inh, Wee1 degr inh
Listed for CC(=O)N1N=C(c2ccc(C)cc2)OC1c1cccnc1 (centres undefined) → -4.3, 1.41, -1.2, 3.9, 1.6, 1.3, -26.6, -12.2, 4.8
Listed for CCOC(=O)C1=C(C)NC(=S)N(C(C)=O)C1c1ccccc1 (centres undefined) → 3.7, ·, 2.6, 11.0, 3.2, -0.1, -8.9[20 µM], -3.4, 2.1

Rewritten field by field: 2 of the compounds above.
Cc1cccn2c(=O)c(/C=C(\C#N)C(=O)NC3CCS(=O)(=O)C3)c(N3CC(C)OC(C)C3)nc12 (centres undefined)
  FXIa inh: 8.1	Cl transport mod: -0.00673	thrombin 1536: 1.4	FXIIa inh 1536: 6.0	p97 inhibitor: 2.1	PERK inh: 0.2	Furin inhibitor: -8.2	KLK5 inh: -6.1	Wee1 degr inh: -1.0

c1ccc2[nH]c(SCc3cn4ccccc4n3)nc2c1
  FXIa inh: -1.4	Cl transport mod: -0.798	thrombin 1536: 2.9	FXIIa inh 1536: 8.9	p97 inhibitor: 4.9	PERK inh: 2.2	Furin inhibitor: -20.6	KLK5 inh: -6.7	Wee1 degr inh: 0.0

Additional structures:
SMILES	FXIa inh	Cl transport mod	thrombin 1536	FXIIa inh 1536	p97 inhibitor	PERK inh	Furin inhibitor	KLK5 inh	Wee1 degr inh
O=C(O)COc1ccccc1/C=N/NC(=O)/C(=C\c1ccc2c(c1)OCO2)NC(=O)c1ccccc1	7.1	0.00258	3.4	5.5	1.6	-0.4	-3.8	-16.9	-2.8
O=C(Nc1ccc(F)cc1)NC1(C(=O)NCc2cccs2)CCCCC1	4.1	-0.801	7.9	17.2	-0.7	-0.7	3.7[20 µM]	24.8	-4.0
CCN1CCN(CC(=O)N2N=C(c3cccs3)CC2c2ccc(OC)cc2)C(=O)C1=O (centres undefined)	0.4	-0.0182	-8.8	8.7	-5.2	0.4	-4.9	5.7	1.6
O=C(CN1CCCCCC1)Nc1ccc(Br)cc1Br	4.9	-0.000822	2.7	7.7	2.7	0.9	-0.2[20 µM]	-22.5	0.1
CCOc1ccccc1C(=O)Nc1nnc(CC)s1	5.6	-1.36	1.0	9.4	-4.9	-1.4	3.6	-3.0	1.1
O=C(O)C1CC(c2ccccc2)=Nc2ccccc2S1 (centres undefined)	21.1	0.454	15.2	36.5	-2.2	-0.1	-4.8	32.6	-0.3
COC(=O)Cc1nnc(Nc2cccc(C)c2)c2ccccc12	-0.6	-3.45	-2.4	2.8	4.4	-1.2	-16.6	-0.8	-2.4
CCN(CC)C(=O)c1ccc(COc2ccccc2Cl)cc1	0.0	·	-0.4	13.5	15.4*	0.1	-18.8[20 µM]	-22.8	1.9
CCCC(=O)NC(Nc1cccc(C(F)(F)F)c1)C(Cl)(Cl)Cl (centres undefined)	-0.7	·	-6.2	8.0	-8.6	-1.2	-14.7[20 µM]	-12.9	-2.0
CCOC(=O)C(C)Oc1cccc2c(=O)n(CC(=O)Nc3ccc4c(c3)OCCO4)ccc12 (centres undefined)	-9.2	0.389	-7.7	-0.9	35.3*	0.8	-26.1	-15.8	2.3
COc1ccccc1NS(=O)(=O)c1ccc(OC)c(OC)c1	-7.3	-1.03	-4.1	7.3	3.5	1.1	1.7[20 µM]	12.1	5.6
CCOC(=O)N1CCN(Cc2cc(=O)oc3ccc4ccccc4c23)CC1	-7.8	-0.104	-10.0	-2.6	2.2	0.3	-15.9[20 µM]	15.4	-2.8
c1ccc(-c2nnsc2-c2ncc[nH]2)cc1	-1.9	-0.0594	-6.3	-0.2	4.0	-0.8	-15.0	-5.3	-0.8
CN1C2C=C(N(CCc3c[nH]c4ccccc34)C(=O)c3ccc(Cl)cc3)CC1CC2 (centres undefined)	-0.9	·	-1.6	14.4	2.8	-0.3	-6.9[20 µM]	-17.9	-0.8
O=C(NC1CCCCCC1)C(=S)NCCc1ccccc1	4.3	1.05	-4.9	9.6	-0.4	1.6	-14.5	4.9	0.7
Cc1onc(C(N)=O)c1C(=O)Nc1ncc(C(F)(F)F)cc1Cl	6.8	0.664	-13.6	0.1	-5.1	0.2	-9.1	-8.0	4.2
CCCCn1c(N)c(-c2nc3ccccc3o2)c2c([N+](=O)[O-])nn(C)c(=O)c21	2.3	0.565	-4.3	0.3	-3.2	0.7	-7.7	-6.5	1.3
CC(c1ccccn1)N(CCN(C)C)C(=S)Nc1ccccc1F (centres undefined)	1.1	-0.228	-5.5	0.5	2.1	-0.2	-15.2[20 µM]	-19.5	-2.2
CCOP(=O)(OCC)C(NC(=O)Nc1cccc(Cl)c1)C(N)=O (centres undefined)	5.8	0.0342	-4.3	9.6	8.8	0.6	-10.9	-19.8	2.0
CCN(CC)c1ccc(NC(=O)c2c(OC)cccc2OC)c(C)c1	3.8	0.034	-12.0	-2.5	-2.2	-1.1	-13.1[20 µM]	-4.8	-0.2
